Bioassay records: PubChem, National Center for Advancing Translational Sciences (NCATS)
Rab9 prom act: qHTS Assay for Rab9 Promoter Activators. Huh7 Rab9 promoter-luciferase reporter, luminescence, 24 h. Potency, µM (titrated, usually from 9.22 µM), for the others: at the highest dose activation, negative = inhibition, usual class: activators. hit rate 2.8% among 320,000; note: potency is the fitted concentration of half-maximal effect; % of control where 0% means no effect; nearly all actives have a fitted effect of over 60% in size
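Huh7 cells stably carrying a Rab9 promoter-luciferase reporter, 1500 cells per well in OP-MEM I with 10% FBS, treated with compound 24 hours at 37C. Luciferase activity read by luminescence after 10 minutes with Amplite reagent.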
VP16 counter: VP16 counterscreen qHTS for inhibitors of ROR gamma transcriptional activity. Drosophila S2 Gal4-VP16 UAS-luciferase, luminescence, 20 h. Potency, µM (titrated, usually from 53.6 µM), for inactives: at the highest dose activity, negative = inhibition, hits mostly inhibitors. hit rate 3.5% among 310,000. AID 2546, 2010;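 note: Gal4-VP16 expression switched on by copper sulfate through the metallothionein promoter; potency is the fitted concentration of half-maximal effect; % is set by controls: 0 for no effect and ±100 for the full control effect; nearly all actives have a fitted effect of over 50% in size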
NPC1 prom act: qHTS Assay for NPC1 Promoter Activators; Huh7 NPC1 promoter luciferase reporter, 24 h; Potency, µM (highest dose often 9.22 µM), for the others: at the top dose activation, usual class: activators; hit rate 2.4% among 320,000; AID 485313, 2010;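 note: potency is the fitted concentration of half-maximal effect; % of control where 0% means no effect; nearly all actives have a fitted effect of over 60% in size; reporter is driven by a mutant NPC1 promoter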
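Stably transfected Huh7 (NPC1 promoter→luciferase), 1500 cells/well in Opti-MEM + 10% FBS, 2 h settle, then compound 24 h at 37 °C. Luminescence after 10 min with Amplite reagent.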
FLuc counter: qHTS profiling assay for firefly luciferase inhibitor/activator using purifed enzyme and Km concentrations of substrates (counterscreen for miR-21 project); Luciferin 4-monooxygenase (Photinus pyralis), P08659; purified FLuc, Km substrates, luminescence inhibition; Potency, µM (highest dose often 57.5 µM), for the others: top-dose activity change, negative = inhibition, usual class: inhibitors; hit rate 6.9% among 360,000;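 note: potency is the fitted concentration of half-maximal effect; plate controls were vehicle for no effect and reference inhibitor for full effect; nearly all actives have a fitted effect of over 55% in size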
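Purified P. pyralis luciferase, 10 nM final, with Km-level 10 uM D-luciferin and 10 uM ATP in 50 mM Tris acetate pH 7.5, 10 mM Mg acetate, 0.01% Tween-20, 0.05% BSA; 6-point qHTS titration about 60 µM downward; luminescence read.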
RORg inh: qHTS for inhibitors of ROR gamma transcriptional activity | Drosophila S2 Gal4-RORgamma UAS-luciferase reporter, 20 h | Potency, µM (top dose mostly 53.6 µM), inactives show at the top dose activity change, negative = inhibition, most hits filed as inhibitors | hit rate 5.4% among 310,000 | AID 2551, 2010; note: potency is the fitted concentration of half-maximal effect; % is set by controls: 0 for no effect and ±100 for the full control effect; nearly all actives have a fitted effect of over 60% in size
Target sequence (P51450 whole entry, looked up, the tested form may be a part): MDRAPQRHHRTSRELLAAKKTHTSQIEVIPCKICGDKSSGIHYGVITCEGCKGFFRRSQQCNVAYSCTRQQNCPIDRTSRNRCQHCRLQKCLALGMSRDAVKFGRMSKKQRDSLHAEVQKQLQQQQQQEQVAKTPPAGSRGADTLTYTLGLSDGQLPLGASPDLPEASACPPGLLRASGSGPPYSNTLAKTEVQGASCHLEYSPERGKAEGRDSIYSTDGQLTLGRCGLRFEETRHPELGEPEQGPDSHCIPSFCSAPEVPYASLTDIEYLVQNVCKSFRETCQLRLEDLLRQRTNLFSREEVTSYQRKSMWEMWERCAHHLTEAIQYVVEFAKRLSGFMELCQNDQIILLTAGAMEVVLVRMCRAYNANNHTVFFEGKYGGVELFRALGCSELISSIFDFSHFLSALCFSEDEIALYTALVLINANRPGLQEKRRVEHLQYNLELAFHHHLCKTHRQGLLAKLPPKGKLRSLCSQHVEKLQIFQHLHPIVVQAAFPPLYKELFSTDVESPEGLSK
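ROR gamma transcriptional activity was tracked as Gal4-UAS luciferase output in stably transfected Drosophila Schneider cells, with compound added 1 hr before 700 uM copper sulfate induction and a 20 hr ambient-temperature incubation.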
PKM2 activator: qHTS Assay for Activators of Human Muscle isoform 2 Pyruvate Kinase. Pyruvate kinase PKM (Homo sapiens), P14618. purified PKM2, Kinase-Glo ATP luminescence, activation; response scale: 0% is enzyme alone, no compound. Potency, µM (doses to about 57.5 µM), for the others: at the top dose activation, usual class: activators. hit rate 0.34% among 260,000. AID 1631, 2009; note: potency is the fitted concentration of half-maximal effect; % is set by controls: 0 for no effect and ±100 for the full control effect; nearly all actives have a fitted effect of over 55% in size
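Purified hPK-M2 (>95%) run at intermediate activity with 0.1 mM ADP and 0.5 mM PEP in 50 mM imidazole pH 7.2, KCl, MgCl2; 1 h room temperature. ATP formed read by Kinase-Glo luminescence; normalized to uninhibited and no-enzyme controls.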
MBNL1-CUG inh: qHTS Assay for Inhibitors of MBNL1-poly(CUG) RNA binding; Muscleblind-like protein 1 (Homo sapiens), Q9NR56; TR-FRET MBNL1-His/biotin-(CUG)12 binding, 665/545 ratio; Potency, µM (titrated, usually from 57.5 µM), without a hit: at the highest dose activity change, negative = inhibition, usual class: inhibitors; hit rate 0.036% among 280,000; active = well fitted inhibition curve with a large enough effect in the signal ratio, with a control signal flat, not every such curve was filed as active; inconclusive = small, poorly fitted or top-dose-only effect, or effect the other way, or a change in a side signal; inactive = no such curve, though single readings can be large or run the other way; the % refers to the signal ratio; note: potency is the fitted concentration of half-maximal effect; % is set by controls: 0 for no effect and ±100 for the full control effect
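Compound titration spanned 92 nM–58 uM against the MBNL1-His/biotin-(CUG)12 complex. After 60 min at room temperature with 5 nM streptavidin-XL665 and 0.055 ng/ul terbium anti-His, ratiometric 665/545 nm emission (Ex 340 nm) normalized to controls.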
ELG1 repair inh: qHTS screen for small molecules that inhibit ELG1-dependent DNA repair in human embryonic kidney (HEK293T) cells expressing luciferase-tagged ELG1. HEK293T ELG1-luciferase reporter, luminescence, 16 h; DNA damage induced by 5-fluorouridine. Potency, µM (titrated, usually from 46.1 µM), inactives show top-dose activity change, negative = inhibition, most hits filed as inhibitors. hit rate 2.3% among 330,000. AID 504467, 2011; note: potency is the fitted concentration of half-maximal effect; % is set by controls: 0 for no effect and ±100 for the full control effect; nearly all actives have a fitted effect of over 55% in size
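Quantitative HTS, concentration-response format. 2,000 cells/well co-treated with 5-fluorouridine and compound, 16 hr in 5% CO2 at 37 °C; ONE-Glo luminescence read after 30 min.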
Mito fusion yeast: qHTS Assay for Small Molecule Inhibitors of Mitochondrial Division or Activators of Mitochondrial Fusion; hit rate 0.23% among 320,000; S. cerevisiae fusion-defective mutant growth rescue, CellTiterGlo 48 h; Potency, µM (highest dose often 46.1 µM), for the others: at the highest dose growth rescue (activation), hits mostly activators;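 note: potency is the fitted concentration of half-maximal effect; % of control where 0% means no effect; nearly all actives have a fitted effect of over 45% in size; temperature-sensitive fusion mutants such as fzo1-1 at 37 °C on non-fermentable ethanol glycerol medium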
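Compounds are tested for their ability to restore growth of mitochondrial fusion-defective yeast strains at non-permissive 37C in YPEG medium over 48 hours. Viability is quantified by luciferase luminescence.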
Menin-MLL TR inh: qHTS Assay for Inhibitors Targeting the Menin-MLL Interaction in MLL Related Leukemias: Competition With Texas Red Labeled MLL-derived Mutant Peptide | Potency, µM (top dose mostly 61.6 µM), for inactives: at the highest dose FP activity change, negative = inhibition, hits mostly inhibitors | Menin + Texas Red MLL mutant peptide, fluorescence polarization | AID 1768, 2009 | O00255 | hit rate 0.23% among 270,000; active = well fitted inhibition curve with a large enough effect in the polarisation, with a control signal flat, not every such curve was filed as active; inconclusive = small, poorly fitted or top-dose-only effect, or effect the other way, or a change in a side signal; inactive = no such curve, though single readings can be large or run the other way; the % refers to the polarisation; note: potency is the fitted concentration of half-maximal effect; % of control where 0% means no effect; many of its hits are not listed in these tables
Target sequence (O00255 whole entry, looked up): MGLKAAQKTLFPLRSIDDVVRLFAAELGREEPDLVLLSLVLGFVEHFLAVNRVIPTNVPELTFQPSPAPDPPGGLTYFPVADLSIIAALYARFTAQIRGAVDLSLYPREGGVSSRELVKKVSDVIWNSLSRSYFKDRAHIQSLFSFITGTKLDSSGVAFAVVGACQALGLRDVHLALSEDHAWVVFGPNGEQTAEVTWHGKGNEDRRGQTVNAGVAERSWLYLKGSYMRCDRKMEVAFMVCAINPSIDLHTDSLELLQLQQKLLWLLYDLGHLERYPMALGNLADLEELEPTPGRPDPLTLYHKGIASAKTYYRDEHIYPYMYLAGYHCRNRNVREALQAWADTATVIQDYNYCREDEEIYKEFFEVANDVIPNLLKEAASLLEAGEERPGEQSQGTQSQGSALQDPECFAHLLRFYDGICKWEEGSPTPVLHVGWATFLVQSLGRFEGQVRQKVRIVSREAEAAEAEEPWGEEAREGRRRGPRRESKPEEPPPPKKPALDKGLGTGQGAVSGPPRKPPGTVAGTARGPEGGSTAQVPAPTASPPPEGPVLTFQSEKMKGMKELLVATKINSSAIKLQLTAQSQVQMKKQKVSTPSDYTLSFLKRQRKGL
KCNH2 3.1 block: qHTS for Inhibitors of KCHN2 3.1: Mutant qHTS. AID 720553, 2013. hit rate 0.95% among 340,000. U2OS KCNH2 3.1, thallium flux FluxOr; hits give low values. activity change, % (tested at about 1.8 µM);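 active = maximum activity change below -70%; inconclusive = maximum activity change from -70% to -50%; inactive = maximum activity change above -50%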;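 note: thallium influx rate constant from kinetic fluorescence after stimulation buffer; % is set by controls: 0 for no effect and ±100 for the full control effect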
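Measured as rate of thallium-driven FluxOr signal in transduced U2OS cells carrying the 3.1 channel, read kinetically for 2 min upon stimulation; values are rate constants scaled to DMSO control wells.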
* marks the source's active call; other numbers are inactive results; ? = inconclusive; . = no result given; [ ] = another dose, or the depositor's remark. Unless noted, calls come from the whole dose curve; as a rule, active = well fitted curve in the direction sought with a large enough effect; inconclusive = small, poorly fitted or top-dose-only effect, or another doubt; inactive = no such curve, though single readings can be large; an effect the other way counts as inactive or inconclusive. Only part of the results is shown (hit frequency here may not be typical).

SMILES	Rab9 prom act	VP16 counter	NPC1 prom act	FLuc counter	RORg inh	PKM2 activator	MBNL1-CUG inh	ELG1 repair inh	Mito fusion yeast	Menin-MLL TR inh	KCNH2 3.1 block
O=C(NCCCO)C(=O)Nc1cc2c3c(c1)CCC(=O)N3CCC2	0%	-7%	-3%	3%	-21%	.	2%	?	-5%	-5%	-5
CCCCC1=C(C(=O)OCC)C(C(=O)OCC)Oc2ccccc21 (stereo unspecified)	.	-6%	.	.	29%	.	.	-28%	.	7%[94.6 µM]	-45
Cn1cccc1/C=C(\C#N)C(N)=S	-8%	3%	-5%	-8%	-15%	-1%	?	-1%	5%	.	1
CCCc1nc2c([nH]1)c(=O)n(C)c(=O)n2C	-3%	1%	1%	2%	2%	-3%	4%	2%	-1%	8%	-1
O=C1NC(=O)/C(=C\c2ccc(N3CCOCC3)o2)N1	-4%	-5%	-1%	-7%	-40%	27%	?	4%	-1%	0%	1
CCOC(=O)C1=C(CSc2nc3c(cc2C#N)CN(C)CC3)OC(N)=C(C#N)C1c1ccncc1 (stereo unspecified)	-7%	-2%	-1%	-1%	20%	-7%	?	-6%	0%	-9%	0
Cc1ccc(-c2nn3c(-c4ccco4)nnc3c3ccccc23)cc1S(=O)(=O)NCC1CCCO1 (stereo unspecified)	-4%	-26%	-5%	-13%	?	-1%	-11%	?	1%	-15%	4
N#Cc1ccccc1S(=O)(=O)N1CCN(C(=O)C2CCCC2)CC1	5%	2%	-4%	0%	-2%	.	-3%	-3%	0%	-17%	-10
O=C(Nc1nc2ccccc2[nH]1)c1ccc(S(=O)(=O)N2CCOCC2)cc1	10%	?	11%	-2%	11%	11%	-8%	-5%	3%	?	14
CCC(C)Cn1c(C(C)O)nc2ccccc21 (stereo unspecified)	11%	-4%	0%	0%	-16%	2%	-2%	-5%	0%	0%	-1
CC(=O)c1ccc(S(=O)(=O)N2CCCC2)cc1	?	?	?	?	27%	-4%	12%	?	-2%	.	2
CCS(=O)(=O)Nc1cccc(-c2nc3cccnc3s2)c1C	28%	-14%	27%	?	?	0%	3%	?	5%	12%	-20
O=C(NCc1ccc(F)cc1)c1cc(S(=O)(=O)N2CCCCC2)c[nH]1	-1%	7%	1%	0%	-21%	3%	-2%	11%	-3%	9%	3
COc1ccc(C(=O)Cn2cnc3ccccc3c2=O)c(OC)c1	15%	8.9µM*	15%	-5%	4.5µM*	4%	-4%	0%	-13%	.	9
COc1ccccc1CN1CC(C(=O)N(Cc2cnn(C)c2)C(C)C)CCC1=O (stereo unspecified)	0%	4%	1%	2%	10%	.	-2%	-3%	1%	2%	13
O=C(c1cccc([N+](=O)[O-])c1)N1CCN(c2ncccn2)CC1	2%	-11%	1%	-2%	2%	.	21%	-7%	9%	1%	10
CCCn1nc(C(=O)NC2CCCc3ccccc32)c2ccccc2c1=O (stereo unspecified)	-7%	?	-3%	-2%	?	0%	-8%	16µM*	?	-10%	-12
Cc1c(C(=O)N2CCCC2)nnn1-c1nonc1N	0%	0%	1%	-2%	-10%	0%	0%	12%	-2%	-11%	4
CCCN1CCN(CCCNC(=O)CN2C(=O)COc3ccccc32)CC1	-2%	.	2%	1%	9%[0.365 µM]	-8%	-4%	11%	3%	-29%	2
Cc1[nH]c2ccc(F)cc2c1CCN1C(=O)OC(C)(C)C1(C)O (stereo unspecified)	2%	-7%	2%	-2%	29%	0%	-4%	12%	-8%	.	4

Entries of single compounds, quoted from the list. Order of screens: Rab9 prom act | VP16 counter | NPC1 prom act | FLuc counter | RORg inh | PKM2 activator | MBNL1-CUG inh | ELG1 repair inh | Mito fusion yeast | Menin-MLL TR inh | KCNH2 3.1 block
Profile of CC(=O)c1ccc(S(=O)(=O)N2CCCC2)cc1 = ? | ? | ? | ? | 27% | -4% | 12% | ? | -2% | . | 2
Profile of Cn1cccc1/C=C(\C#N)C(N)=S = -8% | 3% | -5% | -8% | -15% | -1% | ? | -1% | 5% | . | 1
Profile of COc1ccc(C(=O)Cn2cnc3ccccc3c2=O)c(OC)c1 = 15% | 8.9µM* | 15% | -5% | 4.5µM* | 4% | -4% | 0% | -13% | . | 9

Remaining list, next part
SMILES	Rab9 prom act	VP16 counter	NPC1 prom act	FLuc counter	RORg inh	PKM2 activator	MBNL1-CUG inh	ELG1 repair inh	Mito fusion yeast	Menin-MLL TR inh	KCNH2 3.1 block
CC(=O)Nc1ccc(S(=O)(=O)N2CCC(n3cnc4cc(F)ccc43)CC2)cc1	6%	1%	0%	3%	?	3%	-7%	10µM*	0%	-4%	-31
Cc1ccc(CNC(=O)c2ccc(Br)o2)cc1	14%	-12%	9%	?	-7%	-5%	-17%	?	5%	?	-6
Cn1c(-c2ccc(Br)o2)nc2cc(Br)ccc21	1.1µM*	-14%	1.4µM*	1.9µM*	?	1%	45%[activator]	?	-5%	-13%	0
CC1=NN2C(=N)/C(=C\c3cc(C)n(-c4ccc(C)cc4)c3C)C(=O)N=C2S1	2%	1%	0%	?	-23%	-1%	-3%	-9%	4%	.	2
COc1ccc(C(C(O)C(=O)c2c[nH]c3ccccc23)N2CCN(c3ccccc3)CC2)cc1 (stereo unspecified)	-2%	-2%[0.365 µM]	0%	1%	27%	1%	?	-9%	1%	?	-8
COc1ccc(/C=N/Nc2ncnc3sc(C)c(C)c23)cc1	-4%	4.5µM*	2%	19µM*	?	-1%	9%	11%	-1%	?	2
COc1ccc(Br)cc1CNc1ccc(S(N)(=O)=O)cc1	-2%	15%	-5%	2%	1%	-1%	19%	-3%	4%	3%	-2
N#Cc1ccccc1S(=O)(=O)N1CCN(c2nc(-c3cccnc3)nc3ccccc23)CC1	-9%	.	-3%	-1%	.	.	.	?	15%	.	-1
CCc1ccc(S(=O)(=O)NCC(O)COc2ccc(OC)cc2)cc1 (stereo unspecified)	0%	-13%	-2%	-1%	3%	2%	-12%	1%	7%	.	3
COc1cc(OC)cc(C(=O)Nc2cc(NC(=O)c3ccco3)ccc2OC)c1	14%	2%	-2%	?	10%	0%	-1%	21µM*	4%	-1%	-2
Cc1[nH]c2ccc(C(=O)N3CCN(c4cccc(Cl)c4)CC3)cc2c1C	1%	-3%	-11%	-3%	-10%	.	0%	3%	-5%	15%	4
COC(=O)CC1C(=O)NCCN1C(=O)CSc1nc2ccccc2s1 (stereo unspecified)	11%	8%	-2%	-16%	0%	1%	-3%	16%	-2%	-9%	9
COC(=O)c1cc(-c2ccccc2)n[nH]1	20%	5%	-1%	-16%	31%	0%	?	7%	-4%	-16%	-1
CCOc1ccc(NC(=S)N(Cc2ccc(Cl)cc2)Cc2ccco2)cc1	-5%	?	-2%	-1%	13µM*	-5%	-6%	-21%	-4%	9%	-18
CC(OC(=O)c1cc(S(=O)(=O)Nc2ccc(F)cc2)ccc1Cl)C(=O)Nc1ccc2c(c1)OCCO2 (stereo unspecified)	0%	-9%	0%	1%	?	7%	-4%	-19%	0%	?	8
CC(C)C(=O)OCC(=O)NCc1ccccc1Cl	-2%	8%	?	17µM*	20%	-7%	-4%	0%	3%	-2%	0
O=C(c1ccccc1)N1CCN(C2CCCCCC2)CC1	3%	0%	1%	0%	-1%	7%	-7%	1%	0%	-28%	1
